# TIM10 inh = TIM10 yeast growth inhibition; S. cerevisiae TIM10 strain growth, BacTiter-Glo luminescence, 24 h; 330,000 compounds, 1.4% hits; inhibition, % at 10 µM;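 active means inhibition of 40% or more at the single tested concentration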;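 further: wild-type TIM10 isogenic control strain grown at permissive 25 °C; 0% = DMSO yeast wells and 100% = minimal medium wells without yeast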
# APJ antag = blocks the human apelin receptor APJ; P35414; CHO-K1 APJ beta-arrestin complementation, luminescence; inhibition, % at 20 µM; 330,000 compounds, 0.32% hits; AID 2521;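 active means inhibition above about 40% at 20 µM, limit read from the data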;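 further: cells challenged with 10 nM apelin-13 agonist together with compound; plate controls were apelin-13 plus DMSO wells for no effect and DMSO wells lacking apelin-13 for full effect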
# Target sequence (P35414 whole entry, looked up): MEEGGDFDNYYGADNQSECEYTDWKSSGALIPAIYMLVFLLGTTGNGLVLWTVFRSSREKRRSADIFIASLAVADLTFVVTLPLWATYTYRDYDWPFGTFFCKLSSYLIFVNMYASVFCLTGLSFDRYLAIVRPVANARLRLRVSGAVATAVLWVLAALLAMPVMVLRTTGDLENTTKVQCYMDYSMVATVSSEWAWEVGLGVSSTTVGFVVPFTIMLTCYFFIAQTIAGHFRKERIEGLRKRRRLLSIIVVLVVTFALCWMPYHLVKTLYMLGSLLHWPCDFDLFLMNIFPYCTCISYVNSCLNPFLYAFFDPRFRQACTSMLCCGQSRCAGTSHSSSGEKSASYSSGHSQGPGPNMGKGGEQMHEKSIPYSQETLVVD
# UPR CHOP act = apoptotic UPR (CHOP) activation | CHO-CHOP luciferase reporter, luminescence; percent of tunicamycin response over DMSO baseline | 330,000 compounds, 0.34% hits | AID 449763 | activation, % at 10 µM;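 active means at 10 µM dose, activation of 40% or more, normalized to positive control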;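 further: 100% = tunicamycin at 10 µg/mL and 0% = DMSO alone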
#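 Assay system: CHO cells with stable CHOP pathway luciferase reporter; Buffer or medium: F12 plus 10% serum; Times: 16-18 h cell attachment, then 6 h compound exposure, 37 °C; Signal: luciferase luminescence; Read-out basis: percent activation relative to tunicamycin control; Control set: tunicamycin high control, DMSO low control.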
# CXCR6 inh = CXCR6 (human) receptor inhibition; O00574; CHO-K1 PathHunter CXCR6 beta-arrestin, luminescence; inhibition, % at 20 µM; 360,000 compounds, 0.36% hits; AID 602244; in the data active means inhibition above about 34%, passing the limit was not always enough;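 further: antagonist mode with CXCL16 agonist at 10 nM final; 0% = 10 nM CXCL16 with DMSO and 100% = unstimulated wells without agonist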
# Target sequence (O00574 whole entry, looked up): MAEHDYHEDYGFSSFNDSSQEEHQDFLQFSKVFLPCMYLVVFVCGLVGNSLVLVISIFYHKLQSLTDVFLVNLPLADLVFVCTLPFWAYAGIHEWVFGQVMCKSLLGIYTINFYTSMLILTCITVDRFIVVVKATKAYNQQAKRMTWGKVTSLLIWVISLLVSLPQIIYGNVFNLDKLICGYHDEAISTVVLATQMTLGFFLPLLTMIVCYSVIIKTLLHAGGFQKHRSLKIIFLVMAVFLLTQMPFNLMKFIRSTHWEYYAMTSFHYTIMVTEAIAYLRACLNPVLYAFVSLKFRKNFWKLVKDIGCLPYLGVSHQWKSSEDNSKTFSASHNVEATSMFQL
# Mdm2 MdmX PPI = inhibitors of human Mdm2/MdmX interaction; inhibition, % at 8 µM; SaOS-2 split-luciferase Mdm2/MdmX complementation, luminescence; AID 485346; 330,000 compounds, 3% hits; O15151+Q00987;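 active means inhibition of at least 50% at 8 µM in the primary screen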
# APJ agonist = activates the human apelin receptor APJ. CHO-K1 APJ PathHunter beta-arrestin, luminescence; 0% DMSO wells, 100% apelin. activation, % at 20 µM. 330,000 compounds, 0.11% hits;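 active means activation more than six SD over the plate average, tested at 20 µM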;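 further: 0% = DMSO alone and 100% = apelin-13 at 10 nM; some results filed as inactive read as strong as hits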
#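 Assay system – PathHunter CHO-K1 APJ (AGTRL-1) beta-arrestin reporter cells · Compound – one dose, 20 µM compound, 1% DMSO · Timing – compound 90 min 25 °C, reagent 1 h · Measured by – luminescence from split beta-galactosidase complementation, Galacton Star/Emerald II substrate · Measure – beta-arrestin recruitment to APJ as agonist activity, luminescent signal · Benchmarks – DMSO vs Apelin-13 10 nM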
# tim23-1 inh = inhibits growth of tim23-1 mutant yeast | S. cerevisiae tim23-1 growth, BacTiter-Glo luminescence, 24 h | inhibition, % at 20 µM | 330,000 compounds, 1.3% hits;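 active means growth inhibition of the mutant yeast at or above 50%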;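 further: temperature-sensitive mutant grown at 25 °C; plate controls were DMSO-treated mutant yeast for no effect and medium wells lacking yeast for full effect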
# XBP1 UPR activ = adaptive UPR (XBP1) activation | CHO-XBP1 luciferase reporter, IRE1-XBP1 UPR activation, luminescence; percent of tunicamycin response, DMSO as zero | activation, % at 20 µM | 330,000 compounds, 0.33% hits;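 active means versus positive control, 20 µM dose yields 30% or more activation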;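 further: 100% = tunicamycin at 10 µg/mL and 0% = DMSO only wells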
#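 Material – CHO cell line with stable XBP1 luciferase reporter · Buffer or medium – F12 plus 10% FBS · Compound – single point, 20 µM final compound, 1% DMSO · Schedule – 16-18 h cell attachment at 37 °C, then 6 h compound exposure · Signal – Steady-Glo luminescence read · Benchmarks – high control tunicamycin 10 µg/mL final, low control DMSO vehicle only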
# tim10-1 inh = tim10-1 yeast growth inhibition; S. cerevisiae tim10-1 ts strain growth, BacTiter-Glo, 24 h; inhibition, % at 20 µM; 330,000 compounds, 2.2% hits;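 active means inhibition of at least 40%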;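 further: mutant grown at 25 °C; 0% = DMSO wells with yeast and 100% = wells holding no yeast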
# The depositor's hits bear a star. Only part of the results is shown. The share of hits here may be higher or lower than overall.
molecule,APJ agonist,tim10-1 inh,APJ antag,TIM10 inh,Mdm2 MdmX PPI,tim23-1 inh,UPR CHOP act,CXCR6 inh,XBP1 UPR activ
Cc1ccc(S(=O)(=O)NC2CCCC(C(=O)O)C2)cc1 (configuration not stated),0,-1,1,1,21,33,0.9,9,-1
O=C(CSc1ccc([N+](=O)[O-])cn1)Nc1cc(C(F)(F)F)ccc1N1CCOCC1,14,21,-60,4,35,15,-0.2,0,-2
O=C(CCC(=O)Nc1nnc(C2CCCCC2)s1)NCC1CCCO1 (configuration not stated),-2,9,-9,-7,-9,2,2.3,-10,-4
O=C(Cc1ccc([N+](=O)[O-])cc1)N1CCc2ccccc2C1,-3,22,8,16,18,18,2.0,0,3
Cc1cc(C(=O)O)n(C(C)(C)C)n1,4,-5,-30,0,-12,3,0.0,-1,-2
N#CCOc1coc(CN2CCN(c3ccccc3)CC2)cc1=O,-3,9,12,0,2,14,1.0,0,-8
O=C(Cn1cccc1C(=O)c1ccccc1)NCCc1ccccc1,-4,14,14,-10,-13,12,0.0,1,-7
CC1CCC(NC(=O)c2cc(S(=O)(=O)N3CCCCC3)ccc2N2CCOCC2)CC1 (configuration not stated),-3,-4,11,-5,-37,5,-1.3,9,-1
Nc1nnc(SCC(=O)OCc2ccc(F)cc2)s1,1,18,-7,-10,-18,15,0.5,0,0
O=C(Cn1c2c(c(-c3ccccc3)cc1=O)CCCC2)N1CCCCCC1,0,28,3,10,-16,38,2.4,3,-5
COc1cc(C(=O)NCC2CCCCC2)ccc1OCc1c(C)noc1C,-1,-8,8,4,10,-6,-0.2,-2,-2
COc1ccc(N2C(=O)CC(c3ccc(OC(C)C)cc3)C2=O)cc1 (configuration not stated),1,19,-9,6,18,14,-1.1,-2,-3
CCN(CC)C(=O)c1[nH]cnc1C(=O)NCc1ccc(CNC(=O)OC(C)(C)C)cc1,-3,0,8,-9,10,2,0.5,-13,-2
O=C(CCl)Nc1nc(-c2ccco2)c(-c2ccco2)s1,-2,3,-16,20,10,38,3.5,-6,0
O=C(Nc1ccc(Br)cc1)c1ccc(F)c(S(=O)(=O)N2CCN(c3ccccn3)CC2)c1,1,2,-17,21,45,-5,1.3,3,10
O=C(O)c1ccc(/C=N/Nc2nnnn2-c2ccccc2)cc1,-1,7,3,-7,16,-7,2.6,5,1
O=C(Nc1ccc2c(c1)OCO2)C1CCCN(S(=O)(=O)c2cccs2)C1 (configuration not stated),-3,29,2,7,12,7,0.2,2,-1
Cc1ccc(N2C(=O)C3C(C2=O)C2C=CC3C23CC3)cc1 (configuration not stated),-3,9,8,-6,3,20,-0.4,-7,-3
CC(C)(C)CC(=O)Nc1nn[nH]n1,-1,-5,-11,-20,-3,-3,-0.6,5,-2
NC(=O)COc1cccc2cccnc12,-4,0,-14,0,-8,7,-0.7,-9,-2
S=C1N(c2ccccc2)C(c2ccc(Cl)cc2)N2CCCN12 (configuration not stated),2,37,12,16,-3,33,-0.1,-5,0
CCn1c(/C(C#N)=C(\O)CCc2ccccc2)nc2ccccc21,-4,5,-7,-2,15,3,7.5,1,4
O=C(NCC(c1cccs1)N1CCOCC1)C1CCN(S(=O)(=O)c2cccc(C(F)(F)F)c2)CC1 (configuration not stated),8,-2,19,3,27,19,1.1,1,1
CCN(CC(=O)NCc1cccs1)C(=O)C1CC(=O)N(c2ccc(OC)cc2OC)C1 (configuration not stated),3,-16,23,-3,-17,3,0.7,1,-1
CC1CCC(NC(=O)CN(C)S(=O)(=O)c2ccc3c(c2)c(=O)n(C)c(=O)n3C)CC1 (configuration not stated),-1,7,-3,-1,32,-1,-0.2,-8,-3

# Part of the list above, as labelled records:
O=C(Cn1c2c(c(-c3ccccc3)cc1=O)CCCC2)N1CCCCCC1
  APJ agonist: 0
  tim10-1 inh: 28
  APJ antag: 3
  TIM10 inh: 10
  Mdm2 MdmX PPI: -16
  tim23-1 inh: 38
  UPR CHOP act: 2.4
  CXCR6 inh: 3
  XBP1 UPR activ: -5

NC(=O)COc1cccc2cccnc12
  APJ agonist: -4
  tim10-1 inh: 0
  APJ antag: -14
  TIM10 inh: 0
  Mdm2 MdmX PPI: -8
  tim23-1 inh: 7
  UPR CHOP act: -0.7
  CXCR6 inh: -9
  XBP1 UPR activ: -2

CCN(CC(=O)NCc1cccs1)C(=O)C1CC(=O)N(c2ccc(OC)cc2OC)C1 (configuration not stated)
  APJ agonist: 3
  tim10-1 inh: -16
  APJ antag: 23
  TIM10 inh: -3
  Mdm2 MdmX PPI: -17
  tim23-1 inh: 3
  UPR CHOP act: 0.7
  CXCR6 inh: 1
  XBP1 UPR activ: -1

Cc1ccc(N2C(=O)C3C(C2=O)C2C=CC3C23CC3)cc1 (configuration not stated)
  APJ agonist: -3
  tim10-1 inh: 9
  APJ antag: 8
  TIM10 inh: -6
  Mdm2 MdmX PPI: 3
  tim23-1 inh: 20
  UPR CHOP act: -0.4
  CXCR6 inh: -7
  XBP1 UPR activ: -3

# Following part.
molecule,APJ agonist,tim10-1 inh,APJ antag,TIM10 inh,Mdm2 MdmX PPI,tim23-1 inh,UPR CHOP act,CXCR6 inh,XBP1 UPR activ
CCOc1ccc(NC(=O)Cn2nnc(-c3ccc(C(N)=O)cc3)n2)cc1S(=O)(=O)N1CCCC1,10,-3,-2,-5,4,6,-1.5,-2,2
CCN(CC)CCN1C(=O)C(=O)/C(=C(/O)c2cccc(OC)c2)C1c1ccccn1 (configuration not stated),2,7,6,17,-28,13,1.7,9,1
O=C(CCN1CCCCC1c1cccnc1)NCc1ccccc1 (configuration not stated),-1,-11,-26,-7,13,-2,-0.1,-3,-4
COC(=O)c1ccc(CNC(=O)c2ccc3c(c2)S(=O)(=O)N=C2CCCCCN23)cc1,-4,-6,-11,1,7,-7,1.0,4,-3
CCOC(=O)c1cc(C#N)c(Oc2ccccc2OC)nc1-c1ccccc1,-3,28,3,19,35,34,0.7,6,-4
O=C(c1ccc(F)cc1)c1c[nH]c(C(=O)NCCCN2CCOCC2)c1,-2,11,15,-6,13,-3,1.0,0,4
Cc1ccc(S(=O)(=O)Cc2ccc(C(=O)NCCCN3CCN(C)CC3)o2)cc1,0,16,2,-7,-3,-5,0.3,-2,-1
c1ccc(-n2c3ccccc3c3ccccc32)cc1,-5,0,-9,-5,9,-5,-1.5,4,0
COc1ccc(NC(=O)c2cccc(S(=O)(=O)N3CCCCC3)c2)c(OC)c1,-3,37,20,9,-2,40,1.0,-3,-7
COc1ccc(CCNC(=O)CCNC(=O)c2ccc(Cl)cc2)cc1OC,-4,0,15,-6,24,0,0.4,3,1
COC(=O)Oc1ccc(/C=N/NC(=O)CSCc2ccccc2Br)cc1OC,1,29,6,11,28,23,0.8,-2,6
CCOC(=O)Cn1c2ccccc2n2nc(CCC(=O)O)c(=O)nc12,-3,-5,2,1,7,6,0.6,-4,-1
Cc1cccc(NC(=O)NNC(=O)c2ccc(C)c([N+](=O)[O-])c2)c1,-4,4,-4,-4,28,3,-1.6,13,-2
Cc1ccc(S(=O)(=O)Nc2ccc(N3CCCCC3)cc2)cc1,-1,11,-13,-1,6,20,2.3,3,-3
CC(Nc1nc(Nc2ccc(F)cc2)nc(SCC(N)=O)n1)c1ccccc1 (configuration not stated),2,-3,0,4,41,2,-0.5,-3,-2
CN1CCN(c2ccc(Cl)cc2NC(=O)CN2C(=O)NC(C)(c3ccccc3)C2=O)CC1 (configuration not stated),6,-3,-70,-12,20,-15,-0.5,-4,1
CCOC(=O)c1nn(-c2ccc(F)cc2)c2nc(CC(C)C)c(C#N)c(=O)n12,0,34,-12,-13,-8,15,-1.0,7,0
CCN(CC)c1ccc(/C=N/n2c(C)nc3ccccc3c2=O)cc1,0,14,-4,-8,16,20,1.2,6,1
COC(=O)c1cc(-c2ccc(F)cc2)n(-c2ccccc2)n1,-2,16,-19,-16,-27,25,3.0,-5,3
COc1ccc(NC(C)=O)cc1CP(=O)(c1ccccc1)c1ccccc1,-3,10,2,-8,18,4,-1.7,5,-1
CC(=O)Nc1ccc(N(C(=O)CNC(=O)c2ccco2)C(C(=O)NCc2ccco2)c2ccccc2)cc1 (configuration not stated),-2,0,6,-9,-42,-4,0.3,-4,-1
COc1cccc(CNS(=O)(=O)c2cc3c4c(c2)CCN4C(=O)CC3)c1,0,-5,-56,-3,5,2,0.5,-6,-2
CC(N)c1ccc(Cl)cc1Cl (configuration not stated),2,12,-5,1,-28,17,-0.5,4,-2
Cc1ccc(NC(=O)CNC(=O)c2cccs2)nc1,15,13,-28,2,-9,11,-0.4,-4,-2
Cc1cc(=O)c2ccccc2s1,-2,-3,3,-23,18,-1,-1.7,7,-1
CC(C)CCNC(=O)NC(=O)COC(=O)/C=C/c1cc(Br)ccc1F,-4,3,8,12,-6,0,0.1,-11,-3
CS(=O)(=O)c1ccc(C(=O)OCC(=O)NC(=O)C2COc3ccccc3O2)cc1[N+](=O)[O-] (configuration not stated),0,1,-25,0,51*,3,-0.4,-8,-4
O=c1c2c([nH]c3ccccc13)CCCCCC2,-2,13,1,4,-16,19,-0.7,-9,0
O=C(c1ccc(F)cc1)C1CCN(Cc2cn[nH]c2-c2ccccc2)CC1,-2,13,12,7,-7,1,0.6,3,0
O=C(c1ccccc1)N1CCCC(C(=O)N2CCN(c3ccccc3)CC2)C1 (configuration not stated),-2,7,-3,5,11,12,0.9,-4,1
CC(C)CC1Nc2ncnc(N3CCN(c4ccccc4)CC3)c2N(Cc2ccc(Cl)cc2)C1=O (configuration not stated),-8,14,-36,4,27,18,2.4,14,3
COCCn1c(SCc2nc3sc(C(=O)OC)c(C)c3c(=O)[nH]2)nc2ccccc21,-4,21,4,9,13,-6,1.6,29,5
O=C(/C=C/c1ccccc1Br)c1ccc2c(c1)OCO2,-1,5,-7,2,-13,28,8.1,-2,15
COc1ccccc1OCC(=O)Nc1oc(-c2ccccc2)c(-c2ccccc2)c1C#N,-8,-9,1,-25,2,2,0.5,5,-1
COc1ccc(N(CC(=O)NCc2ccco2)S(C)(=O)=O)cc1Cl,-1,4,4,-8,11,9,33,1,-2
O=C(COC(=O)c1ccccc1F)Nc1ccc(S(=O)(=O)N2CCOCC2)cc1,-6,15,2,10,20,24,2.4,-4,0
O=[N+]([O-])c1ccc(-c2nnc3n2CCCCC3)cc1,-3,8,7,-12,-3,-14,-0.8,4,-4
Cc1ccc(C)c(NC(=S)NCCSc2ccc(Cl)cc2)c1,-2,26,3,19,13,17,1.9,0,-1
Cc1ccc(N2CCN(CC(O)COc3cccc(C)c3)CC2)cc1 (configuration not stated),-3,5,7,12,-22,25,-1.7,4,-2
O=C(c1ccccc1)N1N=C(c2ccccc2O)CC1c1ccc(Br)cc1 (configuration not stated),-2,6,-1,4,12,11,-1.2,0,-4
O=C1C2C3C=CC(C3)C2C(=O)N1c1ccc(-c2nc3ccccc3c(=O)o2)cc1 (configuration not stated),-3,9,7,-9,17,10,-1.2,-6,-1

# Source: PubChem BioAssay (Sanford-Burnham Center for Chemical Genomics)
